NFkB binder: NF-kappa-B p105 (human) binding | P19838 | Small molecule microarray, anti-His fluorescence binding | calls only | 17,000 compounds, 1.3% hits;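 active = spot fluorescence over background significantly raised, with a chance value under 7% in all four replicate spots of the compound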;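 also: probe protein is his-tagged human p50 processed subunit at 1 µg/ml; raw spot fluorescence signals with no normalization applied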
Target sequence (P19838 1-433 limits assumed): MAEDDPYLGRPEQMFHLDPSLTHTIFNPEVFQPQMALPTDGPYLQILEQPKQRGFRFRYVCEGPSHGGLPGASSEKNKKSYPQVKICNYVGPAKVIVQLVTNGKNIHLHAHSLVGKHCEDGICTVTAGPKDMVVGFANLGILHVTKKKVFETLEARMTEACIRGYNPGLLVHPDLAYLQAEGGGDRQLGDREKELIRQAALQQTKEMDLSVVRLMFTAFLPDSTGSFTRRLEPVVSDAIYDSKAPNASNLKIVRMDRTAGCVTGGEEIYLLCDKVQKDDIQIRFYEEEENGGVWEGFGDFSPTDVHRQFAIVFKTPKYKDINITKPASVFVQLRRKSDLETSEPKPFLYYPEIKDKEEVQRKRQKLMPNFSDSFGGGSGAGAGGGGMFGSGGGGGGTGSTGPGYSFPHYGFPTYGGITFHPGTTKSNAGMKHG
Calls only; i = inactive; + = active, no number. This is a subset (hit frequency here may not be typical).

SMILES	NFkB binder
C[C@H](CO)N1C[C@H](C)[C@H](CN(C)Cc2ccncc2)Oc2ccc(NC(=O)Cn3cnnn3)cc2C1=O	i
C[C@H]1CCCCO[C@@H](CN(C)C)[C@@H](C)CN([C@@H](C)CO)C(=O)c2cc(NC(=O)C3CCCCC3)ccc2O1	i
CC(NS(=O)(=O)c1ccccc1)C(=O)Nc1ccccc1F (stereo not drawn)	i
Cc1sc2nc3scc(CC(=O)NCCO)n3c(=O)c2c1C	i
N#CC(C#N)Cc1ccc(O)cc1	i
C[C@@H]1CN([C@H](C)CO)C(=O)c2cc(NS(=O)(=O)c3cn(C)cn3)ccc2O[C@@H](C)CCCCO[C@@H]1CN(C)C(=O)c1ccccc1	i
Cc1noc(C)c1NC(=O)N(C)C[C@@H]1OCCCC[C@@H](C)Oc2ccc(NS(=O)(=O)c3cn(C)cn3)cc2C(=O)N([C@H](C)CO)C[C@@H]1C	i
COc1ccc(S(=O)(=O)Nc2cccc3c2O[C@H](CN(C)CC2CC2)[C@H](C)CN([C@@H](C)CO)C3=O)cc1	i
C[C@H]1CN([C@@H](C)CO)C(=O)Cc2cc(NC(=O)CCN3CCOCC3)ccc2O[C@@H]1CN(C)C	i
C[C@@H]1CN([C@H](C)CO)C(=O)c2cc(N(C)C)ccc2O[C@@H](C)CCCCO[C@@H]1CN(C)C(=O)C1CCCCC1	i
CNC[C@H]1Oc2ccc(NC(=O)CCC(F)(F)F)cc2CC(=O)N([C@@H](C)CO)C[C@@H]1C	i
O=C(CNS(=O)(=O)c1ccccc1)Nc1ccc(Cl)c(C(F)(F)F)c1	i
CC1(C)CC[C@]2(C(=O)OC3OC(CO)C(O)C(O)C3O)CC[C@]3(C)C(=CCC4[C@@]5(C)CC[C@H](OC6OC(C(=O)O)C(O)C(O)C6O)C(CO)(CO)C5CC[C@]43C)[C@@H]2C1 (stereo partly drawn)	i
COC(=O)C(C#N)C(c1cccnc1)c1c(C)[nH][nH]c1=O (stereo not drawn)	i
C[C@@H]1CN([C@H](C)CO)C(=O)Cc2cc(NC(=O)c3ccncc3)ccc2O[C@H]1CN(C)CC1CC1	i
O=C(C1=C[C@H](c2ccccc2)C[C@H](OCCCCO)O1)N1CCOCC1	i
COc1ccc(NC(=O)Nc2ccc3c(c2)CC(=O)N([C@H](C)CO)C[C@@H](C)[C@@H](CN(C)S(=O)(=O)c2ccc(C)cc2)O3)cc1	i
C[C@@H]1CCCCO[C@@H](CN(C)C(=O)CCC(F)(F)F)[C@H](C)CN([C@H](C)CO)C(=O)c2cc(NC(=O)c3ccncc3)ccc2O1	i
C[C@H](CO)N1C[C@H](C)[C@@H](CN(C)CC2CC2)Oc2c(NS(C)(=O)=O)cccc2C1=O	i
CCC(Sc1n[nH]c(N)n1)C(=O)Nc1ccc(C)cc1C (stereo not drawn)	i
O=S(=O)(Nc1nccs1)c1ccc(NS(=O)(=O)c2cccs2)cc1	i
C[C@H]1CCCCO[C@H](CN(C)C(=O)Nc2ccccc2)[C@@H](C)CN([C@@H](C)CO)C(=O)c2cc(NS(C)(=O)=O)ccc2O1	i
CCO[C@H]1OC(C(=O)O)=C[C@@H](c2ccc(C(F)(F)F)cc2)[C@@H]1CCCO	i
O=C(O)C1=C[C@H](c2ccccc2)C[C@H](OCc2ccc(CO)cc2)O1	i
C[C@H]1CN([C@@H](C)CO)C(=O)c2cccc(NC(=O)Nc3ccc(C(F)(F)F)cc3)c2O[C@@H]1CN(C)Cc1ccc(C(=O)O)cc1	i

Some of the entries so far, bar-delimited.
Molecule | NFkB binder
Cc1noc(C)c1NC(=O)N(C)C[C@@H]1OCCCC[C@@H](C)Oc2ccc(NS(=O)(=O)c3cn(C)cn3)cc2C(=O)N([C@H](C)CO)C[C@@H]1C | i
Cc1sc2nc3scc(CC(=O)NCCO)n3c(=O)c2c1C | i

(continued)
SMILES	NFkB binder
CC1=CC(C)(C)Nc2ccc(OC(=O)CN3C(=O)c4cccc([N+](=O)[O-])c4C3=O)cc21	i
C[C@@H]1CN([C@H](C)CO)C(=O)Cc2cc(NS(C)(=O)=O)ccc2O[C@H]1CN(C)S(=O)(=O)c1cn(C)cn1	i
C[C@@H]1CCCCO[C@@H](CN(C)C(=O)Nc2ccc(F)cc2)[C@H](C)CN([C@@H](C)CO)C(=O)c2cc(NS(=O)(=O)c3cn(C)cn3)ccc2O1	i
COc1cccc(NC(=O)N(C)C[C@@H]2OCc3cn(nn3)CCCC(=O)N([C@@H](C)CO)C[C@@H]2C)c1	i
C[C@@H]1CN([C@@H](C)CO)C(=O)Cc2cc(N(C)C)ccc2O[C@@H]1CN(C)S(=O)(=O)c1cccs1	i
C[C@H](CO)N1C[C@H](C)[C@H](CN(C)Cc2ccc(C(F)(F)F)cc2)OCc2cnnn2CCCC1=O	i
CCOC(=O)c1c(NC(=O)c2ccc(C)c(S(=O)(=O)N3CCCC3)c2)sc(C)c1C	i
COc1cc(CCC(=O)O)cc(OC)c1OC	i
C[C@@H]1CN([C@@H](C)CO)C(=O)Cc2cc(NC(=O)c3ccncc3)ccc2O[C@@H]1CN(C)S(=O)(=O)c1cccs1	i
C[C@@H]1CN([C@@H](C)CO)C(=O)c2cc(NC(=O)CCC(F)(F)F)ccc2O[C@@H]1CN(C)C(=O)Nc1ccccc1	i
CC(=O)NCCCC[C@@H]1NC(=O)[C@@H]2C[C@H](C(=O)NCc3ccc(F)cc3)[C@H](c3ccc(O)cc3)N2C1=O	i
C[C@@H]1CN([C@@H](C)CO)C(=O)Cc2cc(NC(=O)Cn3cnnn3)ccc2O[C@@H]1CN(C)Cc1ccc(C(F)(F)F)cc1	i
CNC[C@H]1Oc2ccc(NS(C)(=O)=O)cc2CC(=O)N([C@H](C)CO)C[C@@H]1C	i
COCC1OC(OC(C)(C)C2CCC3(C)C=C(C4CCC5C4(C)CC(O)C4OC(C(C)(C)OC6OC(CO)C(O)C(O)C6NC(C)=O)CCC45C)CCC3O2)C(NC(C)=O)C(O)C1O (stereo not drawn)	+
c1ccc2nc(C3=NCCN3)ccc2c1	i
O=C1O[C@H](c2ccccc2)[C@H](c2ccccc2)N2[C@H]1[C@@H](C(=O)N1CCN(c3ncccn3)CC1)[C@]1(C(=O)Nc3ccc(C#CC4(O)CCCCCC4)cc31)[C@H]2c1ccc(O)cc1	i
C[C@H]1CN([C@@H](C)CO)C(=O)c2cc(NC(=O)Cc3cn(C)c4ccccc34)ccc2O[C@@H]1CN(C)CC1CC1	i
COc1cccc(C2CC(C(F)(F)F)n3nc(C(=O)Nc4cc(C)nn4-c4ccccc4)cc3N2)c1 (stereo not drawn)	i
COc1cc2c(cc1O)C(c1cccs1)N(Cc1sc3ccccc3c1Cl)CC2 (stereo not drawn)	i
C[C@@H]1CCCCO[C@@H](CN(C)S(=O)(=O)c2ccccc2)[C@H](C)CN([C@H](C)CO)C(=O)c2cc(NC(=O)Nc3ccccc3)ccc2O1	i
COc1ccc(-c2nc3ccccc3c(=O)n2CCCN2CCOCC2)cc1	i
C[C@H](CO)N1C[C@H](C)[C@H](CN(C)S(=O)(=O)c2ccccc2C#N)OCc2cnnn2CCCC1=O	i
CNC[C@H]1Oc2ccc(NC(=O)CCN3CCOCC3)cc2CC(=O)N([C@@H](C)CO)C[C@@H]1C	i
C[C@@H]1CN([C@@H](C)CO)C(=O)c2cccc(NS(C)(=O)=O)c2O[C@H]1CN(C)Cc1ccc(C(F)(F)F)cc1	i
C[C@@H]1CN([C@@H](C)CO)C(=O)c2cc(N(C)C)ccc2O[C@@H]1CN(C)C(=O)Nc1ccc2c(c1)OCO2	i

For reference, some entries already given:
SMILES	NFkB binder
O=C1O[C@H](c2ccccc2)[C@H](c2ccccc2)N2[C@H]1[C@@H](C(=O)N1CCN(c3ncccn3)CC1)[C@]1(C(=O)Nc3ccc(C#CC4(O)CCCCCC4)cc31)[C@H]2c1ccc(O)cc1	i
C[C@H]1CN([C@@H](C)CO)C(=O)c2cc(NC(=O)Cc3cn(C)c4ccccc34)ccc2O[C@@H]1CN(C)CC1CC1	i
COc1cccc(C2CC(C(F)(F)F)n3nc(C(=O)Nc4cc(C)nn4-c4ccccc4)cc3N2)c1 (stereo not drawn)	i
COc1cc2c(cc1O)C(c1cccs1)N(Cc1sc3ccccc3c1Cl)CC2 (stereo not drawn)	i
C[C@@H]1CCCCO[C@@H](CN(C)S(=O)(=O)c2ccccc2)[C@H](C)CN([C@H](C)CO)C(=O)c2cc(NC(=O)Nc3ccccc3)ccc2O1	i

Going on with the list.
SMILES	NFkB binder
N=c1ncn(Cc2ccccc2)c2nc(SCC(=O)O)[nH]c12	i
C[C@H]1CCCCO[C@@H](CN(C)C)[C@@H](C)CN([C@@H](C)CO)C(=O)c2cc(NC(=O)Nc3ccccc3)ccc2O1	i
C[C@@H]1CN([C@@H](C)CO)C(=O)Cc2cc(NS(C)(=O)=O)ccc2O[C@H]1CN(C)C(=O)NC1CCCCC1	i
C[C@@H]1CN([C@@H](C)CO)C(=O)c2cccc(NC(=O)Nc3ccc(F)cc3)c2O[C@H]1CN(C)Cc1ccc(C(=O)O)cc1	i
CNC[C@H]1OCCCC[C@H](C)Oc2ccc(NS(=O)(=O)c3cccs3)cc2C(=O)N([C@@H](C)CO)C[C@H]1C	i
Cc1ccc(S(=O)(=O)NC(C)(C)CSc2nnc(N)s2)cc1	i
CCOC(=O)CS(=O)(=O)c1nc(-c2ccc(F)cc2)cc(C(F)(F)F)n1	i
C[C@@H]1CN([C@H](C)CO)C(=O)c2cccc(NC(=O)Nc3cccc4ccccc34)c2O[C@@H]1CN(C)S(=O)(=O)c1cccs1	i
COc1ccccc1CCNC(=O)c1cc(-c2cccs2)nc2ccccc12	i
C=CCOc1ccc2ccccc2c1CNc1nn[nH]n1	i
COC(=O)C(NC(=O)c1cccc(NC=O)c1O)C(C)O (stereo not drawn)	i
C[C@H](CO)N1C[C@H](C)[C@@H](CN(C)Cc2ccc(-c3ccccc3)cc2)Oc2ccc(NC(=O)c3ccncc3)cc2C1=O	i
C[C@H](CO)N1C[C@H](C)[C@@H](CN(C)Cc2ccc(C(=O)O)cc2)Oc2c(NC(=O)Nc3cccc4ccccc34)cccc2C1=O	i
C[C@@H]1CN([C@H](C)CO)C(=O)c2cccc(NC(=O)C3CCOCC3)c2O[C@H]1CN(C)Cc1ccc(C(=O)O)cc1	i
C[C@H]1CN([C@@H](C)CO)C(=O)c2cc(NC(=O)Cn3cnnn3)ccc2O[C@@H]1CN(C)Cc1ccncc1	i
C[C@@H]1CCCCO[C@H](CN(C)Cc2ccncc2)[C@H](C)CN([C@H](C)CO)C(=O)c2cc(NC(=O)c3ccncc3)ccc2O1	i
C[C@@H]1CCCCO[C@H](CN(C)S(=O)(=O)c2cccs2)[C@H](C)CN([C@@H](C)CO)C(=O)c2cc(NC(=O)Cc3ccccc3)ccc2O1	i
C[C@@H]1CN([C@H](C)CO)C(=O)c2cccc(NC(=O)c3ccncc3)c2O[C@H]1CN(C)C(=O)NC1CCCCC1	i
CCOc1ccc(C(Nc2cccnc2)c2cc(Cl)c3cccnc3c2O)cc1 (stereo not drawn)	i
COc1ccc(S(=O)(=O)N(C)C[C@H]2Oc3ccc(NC(=O)CCCN(C)C)cc3CC(=O)N([C@@H](C)CO)C[C@H]2C)cc1	i
Cc1ccc(-n2ncc(C(=O)NCc3ccccn3)c2NC(=O)c2ccco2)cc1C	i
CNC[C@H]1Oc2ccc(NC(=O)Nc3ccc4c(c3)OCO4)cc2CC(=O)N([C@H](C)CO)C[C@@H]1C	i
CN1CCN(C(=O)C2=C[C@@H](c3csc4ccccc34)C[C@@H](OCCCCO)O2)CC1	i
COc1ccc(Nc2nc(N)nc(CSc3nc4cc(OC)ccc4s3)n2)cc1	i
CN1C(=O)C2C(C1=O)C1C=C(CCCO)C2C(c2ccc(CN3CCCC3)cc2)N1Cc1sc2ccccc2c1Cl (stereo not drawn)	i

In the list so far, 4 have an NH in an aromatic ring.
SMILES	NFkB binder
COC(=O)C(C#N)C(c1cccnc1)c1c(C)[nH][nH]c1=O (stereo not drawn)	i
CCC(Sc1n[nH]c(N)n1)C(=O)Nc1ccc(C)cc1C (stereo not drawn)	i
N=c1ncn(Cc2ccccc2)c2nc(SCC(=O)O)[nH]c12	i
C=CCOc1ccc2ccccc2c1CNc1nn[nH]n1	i

(further entries)
SMILES	NFkB binder
C[C@H]1CN([C@@H](C)CO)C(=O)c2cccc(NS(=O)(=O)c3ccc(Cl)cc3)c2O[C@@H]1CN(C)CC1CC1	i
COc1ccc(S(=O)(=O)Nc2ccc3c(c2)C(=O)N([C@@H](C)CO)C[C@H](C)[C@@H](CN(C)S(=O)(=O)c2ccc(C)cc2)O3)cc1	i
Cc1[nH]c(/C=C2\C(=O)Nc3ccc(S(=O)(=O)Cc4c(Cl)cccc4Cl)cc32)c(C)c1C(=O)N1CCC[C@@H]1CN1CCCC1	i
COc1ccc(NC(=O)Nc2ccc3c(c2)CC(=O)N([C@H](C)CO)C[C@H](C)[C@@H](CN(C)C(=O)Nc2ccc4c(c2)OCO4)O3)cc1	i
Cc1noc(C)c1NC(=O)N(C)C[C@H]1OCCCC[C@@H](C)Oc2ccc(NS(C)(=O)=O)cc2C(=O)N([C@@H](C)CO)C[C@H]1C	i
C[C@@H]1CCCCO[C@H](CN(C)C(=O)Cc2ccccc2)[C@H](C)CN([C@H](C)CO)C(=O)c2cc(NC(=O)Nc3ccccc3)ccc2O1	i
COc1ccc(COCC23Oc4ccccc4[C@H]([C@H]2CO)n2c(c4c(c(C(C)=O)c2=O)C(=O)N(C)C4=O)N3C)cc1	i
O=C(CCc1nc(-c2ccccc2F)no1)NC1CCCCC1	i
CNC[C@@H]1Oc2ccc(N(C)C)cc2CC(=O)N([C@@H](C)CO)C[C@@H]1C	i
C[C@@H]1CN([C@H](C)CO)C(=O)Cc2cc(NS(=O)(=O)c3ccc(Cl)cc3)ccc2O[C@H]1CN(C)C(=O)NC1CCCCC1	i
O=C(CC1(O)C(=O)N(Cc2ccc(Cl)c(Cl)c2)c2ccccc21)c1cccc([N+](=O)[O-])c1 (stereo not drawn)	i
C[C@H](CO)N1C[C@H](C)[C@@H](CN(C)C)Oc2ccc(NS(C)(=O)=O)cc2C1=O	i
Cc1noc(C)c1S(=O)(=O)Nc1ccc2c(c1)C(=O)N([C@H](C)CO)C[C@@H](C)[C@@H](CN(C)C(=O)NC1CCCCC1)O2	i
CCOC(=O)c1c(NC(=O)c2ccc(Cn3cc(Cl)cn3)o2)sc2c1CCCCC2	i
